RAD54 inh: RAD54 (human) branch migration inhibition; inhibition, % at 10.4 µM; AID 602329; Q92698; RAD54 Holliday junction branch migration, FAM/BHQ fluorescence; actives 0.14% (n = 360,000);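 active = mean normalized replicate activity at least 40 and at least half of replicates scoring 40 or more; inconclusive = only one of the two criteria met; inactive = mean below 40 and under half of replicates reaching 40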;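 also: 0% = median of neutral control wells and 100% = median of positive control wells; inhibitors cause a drop in the FAM fluorescence signal; in these data hits start at about 50%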
Target sequence (Q92698 whole entry, looked up): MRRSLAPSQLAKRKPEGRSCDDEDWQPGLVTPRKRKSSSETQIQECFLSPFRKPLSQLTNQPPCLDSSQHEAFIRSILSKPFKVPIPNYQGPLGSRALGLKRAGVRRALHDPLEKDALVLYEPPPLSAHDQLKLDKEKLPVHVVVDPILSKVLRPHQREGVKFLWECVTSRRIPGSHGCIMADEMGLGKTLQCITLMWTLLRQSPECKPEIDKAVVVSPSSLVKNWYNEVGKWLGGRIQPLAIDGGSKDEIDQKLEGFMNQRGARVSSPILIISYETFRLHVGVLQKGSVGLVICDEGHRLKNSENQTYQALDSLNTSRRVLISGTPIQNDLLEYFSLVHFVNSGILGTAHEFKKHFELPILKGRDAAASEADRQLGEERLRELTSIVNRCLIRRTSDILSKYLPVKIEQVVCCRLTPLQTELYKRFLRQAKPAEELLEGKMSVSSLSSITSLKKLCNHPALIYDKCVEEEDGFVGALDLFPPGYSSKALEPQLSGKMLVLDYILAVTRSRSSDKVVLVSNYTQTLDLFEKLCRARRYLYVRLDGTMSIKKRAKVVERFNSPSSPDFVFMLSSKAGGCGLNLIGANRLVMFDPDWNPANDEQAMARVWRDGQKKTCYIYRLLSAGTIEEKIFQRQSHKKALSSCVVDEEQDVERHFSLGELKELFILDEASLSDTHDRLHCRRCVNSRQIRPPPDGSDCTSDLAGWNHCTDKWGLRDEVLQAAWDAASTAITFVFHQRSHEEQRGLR
ARNT-TACC3 inh: ARNT/TACC3 interaction disruption; Q9Y6A5; AlphaScreen His-ARNT PAS-B/GST-TACC3 binding, luminescence; TACC3 fragment carries E629A point mutation; inhibition, % at 9.99 µM; actives 0.66% (n = 390,000);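 active = mean inhibition of replicates at least 50% and at least half of replicates each reaching 50%; inconclusive = half or more replicates reach 50% but mean below 50%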;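 also: 0% = complete ARNT plus TACC3 wells and 100% = ARNT alone without TACC3; many hits fall short of the cut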
esBAF inh: SWI/SNF esBAF complex inhibition; mouse ES cells, Bmi1-luciferase knock-in reporter, 24 h; 100% = twice the neutral-well signal; AID 602393; reporter increase, % at 12.5 µM; actives 2% (n = 350,000); in the data active = activation above about 40%; inconclusive = no clear call, values can overlap the other calls;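 also: 0% = median of the plate's neutral control wells and 100% = double that signal; a rise in the Bmi1 reporter signal indicates esBAF inhibition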
* hit, by the source's call; u = inconclusive.

compound | RAD54 inh | ARNT-TACC3 inh | esBAF inh
CC(Cc1cccs1)NC(=O)Nc1ccc(Cl)c(Cl)c1 (stereo unspecified) | -4 | -9 | 38
O=C(CSc1nc(-c2ccccc2)cs1)NCc1ccco1 | -1 | -2 | 24
C=CCN1C(=O)C2(c3ccccc31)C1CCCC=C1C(C#N)=C(N)C2(C#N)C#N (stereo unspecified) | 2 | -31 | 4
CCN(CC)S(=O)(=O)c1cc([N+](=O)[O-])ccc1NNC(=O)Nc1ccccc1OC | 1 | 5 | 5
O=C(Nc1ccc2oc(-c3ccccc3F)nc2c1)c1ncn[nH]1 | 3 | 0 | -3
COc1ccc(CN2CCCCC2c2cccnc2)c(OC)c1C (stereo unspecified) | -8 | -2 | -5
COc1ccc(NC(=O)CSc2nnc(-c3cccs3)n2Cc2ccco2)cc1OC | 5 | 11 | -9
CCCC(=O)Nc1ccccc1NC(C)=O | 12 | -4 | -3
COc1ccc(-n2nc(C(=O)c3cccs3)cc(-c3nc4ccccc4[nH]3)c2=N)cc1 | 4 | 3 | -27
COCCCNC(=O)/C=C/c1cccc(Cl)c1 | 2 | -5 | 5
Cc1sc(NC(=O)c2cc3ccccc3oc2=O)c(C(=O)OC(C)C)c1-c1ccccc1 | -3 | -1 | -1
CC1(C)CC(=O)C(CC(=O)NC(=O)NCc2ccccc2)=C(O)C1 | -13 | -2 | -1
CCOC(=O)N1CCN(C(=O)CCn2nc(-c3ccc(Cl)cc3)ccc2=O)CC1 | -3 | -3 | -3
CCc1ccc(-c2cc(C(F)(F)F)n3nc(C(=O)Nc4cnn(Cc5ccc(C)cc5)c4)cc3n2)s1 | 7 | -5 | -3
Nc1nc(CSc2nnnn2-c2ccccc2)nc(N2CCCc3ccccc32)n1 | -5 | -16 | -8
COc1ccc(Cl)cc1NC(=O)c1cccnc1 | 5 | 6 | -2
CCS(=O)(=O)Nc1ccc(C(=O)CC2(O)C(=O)Nc3ccccc32)cc1 (stereo unspecified) | -1 | -2 | 1
CC1CCN(C(=O)Cn2cc(C(=O)C3CC3)c3ccccc32)CC1 | 2 | -9 | 1
Nc1c(-c2cccs2)cnn1-c1nc(-c2ccc(F)cc2)cs1 | -5 | -5 | u
O=c1cc(C(F)(F)F)[nH]c2c(C(F)(F)F)cccc12 | -9 | -3 | -7
COc1cc2[nH]c(=O)n(CCCCCC(=O)NCCCN3CCOCC3)c(=O)c2cc1OC | 23 | 7 | -6
Cc1cccc2cc(/C=C3\N=C(c4ccccc4)OC3=O)c(N3CCOCC3)nc12 | -4 | -3 | -9
Cc1cc(C)c(NC(=O)C(C)(C)C)c(Cl)c1 | 2 | -5 | -5
Cc1ccc(C(O)CN2C3=NCCN3c3ccccc32)cc1 (stereo unspecified) | -2 | 2 | -10
O=C(CCCSc1nc2ccccc2[nH]1)N1CCN(c2ccccc2)CC1 | -7 | 3 | -3
Cc1ccc(SCc2nnc(NC(=O)c3ccccc3)s2)cc1 | 3 | -3 | -6
Cn1c(NCc2ccccc2)nc2c1c(=O)n(Cc1ccc(Br)cc1)c(=O)n2C | 6 | -7 | 8
COc1ccc(S(=O)(=O)NN=C2CCCCC2)cc1 | 6 | 0 | 1
C=CCn1c(C)cc(C(=O)CN2C(=O)c3ccccc3C2=O)c1C | 0 | -2 | -39
CN1C(=O)NC(c2cccc(O)c2)C(C(=O)c2cccs2)C1(O)C(F)(F)F (stereo unspecified) | -17 | 1 | u

As a working copy, part of the list above:
compound | RAD54 inh | ARNT-TACC3 inh | esBAF inh
COc1ccc(Cl)cc1NC(=O)c1cccnc1 | 5 | 6 | -2
CCS(=O)(=O)Nc1ccc(C(=O)CC2(O)C(=O)Nc3ccccc32)cc1 (stereo unspecified) | -1 | -2 | 1
CC1CCN(C(=O)Cn2cc(C(=O)C3CC3)c3ccccc32)CC1 | 2 | -9 | 1
Nc1c(-c2cccs2)cnn1-c1nc(-c2ccc(F)cc2)cs1 | -5 | -5 | u

Other entries:
compound | RAD54 inh | ARNT-TACC3 inh | esBAF inh
Cc1ccc(-n2c(SCC(=O)OC(C)C)nnc2-c2cnccn2)cc1 | 3 | -3 | -6
Cc1cc(OCC(=O)NC(C)C)cc(C)c1Cl | -2 | -9 | 1
Cn1cccc1-c1nc2ccc(NC(=O)c3ccc([N+](=O)[O-])cc3)cc2[nH]1 | -3 | 6 | 28
c1ccc(CSc2nnc(Cc3ccccn3)o2)cc1 | -5 | 1 | 23
COc1cccc(/C(O)=C2\C(=O)C(=O)N(c3ccccn3)C2c2ccccc2OC)c1 (stereo unspecified) | 1 | -8 | 6
CCC(=O)N1CCN(c2ccc(Cl)cc2NC(=O)Cc2ccccc2)CC1 | -1 | -5 | 3
CCOC(=O)C1=C(N)OC2=C(C(=O)CC(C)(C)C2)C1c1ccoc1 (stereo unspecified) | -19 | -1 | -1
COc1ccc(/C(C)=N\n2cnnc2)cc1 | 2 | -8 | 2
O=C(NC1CCCC1)C(c1c[nH]c2ccccc12)N(C(=O)Cn1nnc(-c2ccc(Cl)cc2)n1)c1ccccc1 (stereo unspecified) | 6 | -3 | 12
CCN(CC)S(=O)(=O)c1cccc(C(=O)NCC(=O)OCC(=O)NCc2ccccc2)c1 | -3 | -9 | -4
CCOC1(OCC)N=C(N)C2(C#N)C(c3cccc(OC)c3OC)C12C#N (stereo unspecified) | -9 | -5 | -6
CCOc1ccc2[nH]c(=O)c(CN(Cc3ccccc3)C(=O)N3CCCC3)cc2c1 | -6 | -6 | -6
COc1ccccc1NC(=O)C1=C(C)Nc2ncnn2C1c1ccc(C)o1 (stereo unspecified) | -4 | -1 | -2
COc1ccc(-c2nnco2)cc1OC | -4 | -6 | -4
Cc1cccc(OCC(=O)Nc2nonc2NC(=O)COc2cccc(C)c2)c1 | 9 | 25 | 0
COc1ccc2cc(-c3csc(-c4cccnc4)n3)ccc2c1 | -8 | -5 | 59*
O=C(NCCOc1ccccc1)c1ccc2c(c1)OCO2 | -7 | -2 | -70
CCN(CC(=O)Nc1ccc2c(c1)OCCO2)CC(=O)Nc1cc(C)on1 | 0 | -18 | 6
O=C(O)c1ccc2c(c1)nnn2C1CCCCC1 | 2 | -2 | -3
O=C(CCC1CCCC1)N1CCN(C(=O)c2ccco2)CC1 | 3 | -4 | -1
CN1CCN(CC(=O)N2CCn3c4c(c5cc(C6CCCCC6)ccc53)CCCC42)CC1 (stereo unspecified) | 21 | 27 | -27
CCCC(=O)n1nc(-c2ccccc2)nc1N | 0 | -2 | 1
FC(F)(F)c1cccc(Oc2cc(C(F)(F)F)nc(-c3ccccn3)n2)c1 | 6 | -4 | -5
COc1ccc(CCCC(=O)NC2CCCCC2)cc1 | -9 | 13 | 6
CCOc1ccc(N2C(=O)C3C4C=CC(CC4)C3C2=O)c([N+](=O)[O-])c1 (stereo unspecified) | 5 | 3 | -4
Nc1cc(N)nc(SCC(=O)Nc2ccc3c(c2)OCCCO3)n1 | -5 | 8 | 9
CN(C)S(=O)(=O)c1ccc(-c2csnn2)s1 | -7 | 7 | -6
COc1ccccc1NC(=O)C(=O)N1N=C(C(C)C)CC1(O)C(F)(F)F (stereo unspecified) | 2 | -5 | -6
Nc1nnc(CC(=O)NCc2ccccc2)s1 | 14 | 20 | -8
O=C(CN1CCOCC1)NC1C2CC3CC(C2)CC1C3 (stereo unspecified) | -5 | 2 | -2
N=c1c2c(-c3ccccc3)c(-c3ccccc3)n(Cc3ccco3)c2ncn1Cc1ccco1 | 11 | 5 | -25
O=C(CNC(=O)c1ccco1)OCc1c(F)cccc1Cl | 5 | -4 | -1
c1ccc(CNc2ccc(CNc3ncn[nH]3)cc2)cc1 | -8 | 1 | 11
COc1ccc(C(O)c2nccn2C)cc1 (stereo unspecified) | -4 | 31 | -8
COc1ccc(C2=Nn3c(nnc3-c3ccco3)SC2)cc1OC | 4 | 20 | -9
Cc1cccc(N2CCN(C(=O)NCc3ccc(Cl)cc3)CC2)c1 | -4 | 3 | -11
CC1(C)CCCC2=C1CC1C(=O)N(c3ccccc3)C(=O)C1C2 (stereo unspecified) | -3 | -6 | 3
N#C/C(=C/c1ccc(N2CCOCC2)o1)c1nc2ccccc2[nH]1 | -227 | 12 | 6
CCOC(=O)c1cc(-c2cc3ccccc3o2)n[nH]1 | 11 | -3 | 6
Cc1ccc2nc(NC(=O)c3cccs3)sc2c1 | -6 | -4 | -50
CC(C)(C)NC(=O)c1ccc2c(c1)N(CC(=O)N1CCN(c3ccc(F)cc3)CC1)C(=O)C(C)(C)O2 | 2 | -8 | -8
CCCCc1nc2ccccc2c(C(=O)O)c1C | 6 | 1 | 1
c1ccc(-c2nnc(-c3ccncc3)o2)cc1 | 1 | 0 | 39
CC1CN(C(=S)NC(=O)c2cccc([N+](=O)[O-])c2)CC(C)O1 (stereo unspecified) | -12 | 2 | -8
CC(=O)O[C@H]1CSC[C@H]1NC(=O)c1ccccc1 | 2 | -2 | -11
O=c1c2cc(N3CCOCC3)ccc2[nH]c(=S)n1CC1CCCO1 (stereo unspecified) | 2 | 0 | 28
S=C(Nc1ccc(Cl)cc1Cl)Nc1ccccc1Oc1ccccc1 | -8 | -11 | 8
CC1CCCC(C)N1C(=O)COC(=O)c1ccc(O)cc1 (stereo unspecified) | -4 | 0 | 10
O=S(=O)(Nc1nc2ccccc2nc1N1CCN(c2ccccc2F)CC1)c1ccc(Cl)cc1 | 0 | -3 | -6
C#CCOCCOCCOCCNc1nc(N2CCN(C(=O)[C@H](CCC(=O)O)n3cc(C(N)CC(C)C)nn3)CC2)nc(N2CCN(C(=O)[C@H](Cc3ccc(O)cc3)n3cc(C(N)CC(C)C)nn3)CC2)n1 (stereo partly specified) | 31 | 5 | -3
Cc1cc(SCC(=O)OCC(=O)N2CCN(C(=O)c3ccco3)CC2)c(C)cc1Br | -5 | -4 | 2
Cc1c(NC(=O)C(C)Sc2nnc(-c3ccccc3)o2)c(=O)n(-c2ccccc2)n1C (stereo unspecified) | -3 | -4 | 2
CCOc1cccc(-c2nc3cc(C)ccc3o2)c1 | -6 | 10 | 50*
CCCCc1c(O)nc(SCC(=O)NC(C)(C)C)n(-c2ccccc2C)c1=O | -4 | 8 | 0
CC(C)c1nnc(NC(=O)CN(C)S(=O)(=O)c2ccc3c(c2)OCCO3)s1 | 10 | -2 | 1
CN(Cc1ccccc1)Cc1nc2c(c(=O)n(C)c(=O)n2C)n1Cc1ccccc1Cl | -38 | -3 | 13
CC1CCCCN1Cc1cnc(Cl)s1 (stereo unspecified) | 0 | -3 | -4
O=C(Cn1cc(C(=O)c2ccco2)c2ccccc21)NC1CCCC1 | 2 | -1 | -8
CC1=C(C(=O)Nc2ccccc2)C2(CCCCC2)C(C#N)=C(SCC(N)=O)N1 | 6 | -5 | -7
CCN(CC)CCNc1c2c(c(C#N)c3nc4ccccc4n13)CCCC2 | 21 | -1 | 1

The listing continues.
compound | RAD54 inh | ARNT-TACC3 inh | esBAF inh
Cc1ccc2cc(CN(Cc3nnnn3C3CCCCC3)CC3CCCO3)c(=O)[nH]c2c1 (stereo unspecified) | -25 | 1 | 7
CCCn1c2c(c(O)c(C(=O)Nc3ncccc3O)c1=O)CCCC2 | 15 | -2 | -4
CC1Cc2cc(/C(O)=C3/C(=O)C(=O)N(Cc4ccco4)C3c3cccs3)ccc2O1 (stereo unspecified) | -3 | 0 | 15
O=C(NCCCN1CCOCC1)c1sc2cc([N+](=O)[O-])ccc2c1Cl | 8 | 0 | -7
CC1CC(=O)Nc2ccccc2N1S(=O)(=O)c1ccc(Br)cc1 (stereo unspecified) | -9 | -4 | -5
Cc1nc(-c2ccccn2)sc1C(=O)Nc1ccc(Cl)c(Cl)c1 | 6 | -6 | 24
CCCc1nnc(NC(=O)CN2C(=O)c3ccccc3C2=O)s1 | -7 | -7 | 10
CN(C1CCCCC1)S(=O)(=O)c1ccc(NC(=O)c2ccco2)cc1 | -2 | 2 | 11
Cc1ccc2nc(NC(=O)C3CCCN(S(=O)(=O)c4cccc5nsnc45)C3)sc2c1 (stereo unspecified) | -8 | 9 | 25
CCn1c(COc2ccc(OC)cc2)nnc1SCC(=O)Nc1cc(OC)ccc1OC | 0 | 3 | -3
O=c1cc(Cn2nnc(-c3ccc(Cl)cc3)n2)nc2sccn12 | 1 | -4 | 8
CCN1CCN(C(c2nnnn2Cc2ccc3c(c2)OCO3)C(C)C)CC1 (stereo unspecified) | -6 | -8 | -8
COCCNC(=O)Cn1c(=O)n(Cc2ccco2)c(=O)c2ccccc21 | -9 | 2 | -13
CCCCN1C(=O)c2ccc(C(=O)Nc3cccc(C)c3C)cc2C1=O | -4 | -10 | -3
COc1ccccc1N1CCc2c(C)nc3c(OC)cccc3c21 | 24 | -1 | -2
COc1ccc(NC(=O)Nc2c(C)n(-c3ccccc3)c(=O)n2C)cc1OC | 6 | -10 | 1
O=C(OCC(=O)N1CCC(Cc2ccccc2)CC1)c1ccc[nH]c1=O | 5 | -11 | 2
O=C(C1CCCN(S(=O)(=O)c2cccc3nonc23)C1)N1CCC(Cc2ccccc2)CC1 (stereo unspecified) | -2 | -4 | -4
O=C(Nc1ccc(Cl)cc1)c1csc(-c2ccccc2)n1 | -5 | -5 | -1
Cc1ccc(C(=O)CSc2nnc(-c3ccco3)n2CC2CCCO2)cc1 (stereo unspecified) | 1 | -1 | -5
COc1cccc(-c2noc(C3CCCN(C(=O)Cc4ccccc4)C3)n2)c1 (stereo unspecified) | -1 | -4 | 16
CCN(CC)S(=O)(=O)c1cccc(-c2nnc(SC(C)C(=O)NCCC3=CCCCC3)o2)c1 (stereo unspecified) | 5 | -8 | 0
Cn1c(CSCc2ccc(F)cc2)nnc1SCC(=O)N1CCN(c2ccccc2)CC1 | 3 | 3 | -12

Only part of the results is shown; rates above refer to the full screens.
